Compound activity: PubChem, National Center for Advancing Translational Sciences (NCATS)
HepG2 viability = qHTS for Inhibitors of TGF-b: Cytotox Counterscreen; HepG2 CAGA-GFP viability, ATP luminescence, 18 h; Potency, µM (highest dose often 46.1 µM), for the others: top-dose activity change, negative = cytotoxicity, actives largely listed as cytotoxic; actives 0.76% (n = 410,000); further: potency means the concentration at half of the fitted maximal effect; some results filed as inactive show a strong effect at the top dose
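CellTiter-Glo luminescence gave cytotoxicity after 18 hours at 37 degrees C. The cells were HepG2 CAGA-GFP in 1% FBS DMEM, stimulated with 500 pg/mL TGF-beta after compound addition. %Activity was normalised to no-cell wells (complete cell-killing) and DMSO (no toxicity), and curves were fitted and classified.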
Mm-Cpn inhibitor = Inhibitors of TCP-1 ring complex (TRiC) of Methanococcus maripaludis (MmCpn): qHTS | Potency, µM (series often up to 76.9 µM), without a hit: at the top dose activity, negative = inhibition, usual class: inhibitors | purified Mm-Cpn ATPase, ADP Transcreener TR-FRET | Chaperonin Mm-Cpn (Methanococcus maripaludis) | actives 0.031% (n = 330,000); further: potency means the concentration at half of the fitted maximal effect; on the % scale 0 is the no-effect control and ±100 the full control effect; nearly all actives have a fitted effect of over 80% in size
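Purified archaeal Mm-CPN (25nM final) preincubated 10 min at 37degC with compound, then 10uM ATP for 30 min at 37degC; ADP measured by HTRF Transcreener TR-FRET; buffer 30 mM TRIS pH 7.4, 100mM KCl, 5mM MgCl2, 1mM DTT.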
CCT chaperon mod = High-Throughput Screening for Modulators of Cytosolic Chaperonin Activity; actives 0.3% (n = 360,000); purified chaperonin ATPase assay, HTRF ADP detection, 30 min; activity change, % (concentration not given with the values), hits read low; in the data active means activity change below about -30%; further: on the % scale 0 is the no-effect control and ±100 the full control effect
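Enzyme 40 or 20 nM (batch-dependent) in Tris pH 7.4/KCl/MgCl2/DTT; cpd 76 uM single point; ATP 10 uM; 30 min 37 °C; Transcreener ADP HTRF detection, 30 min RT; ratio 665/615.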
A549 tox = Nrf2 qHTS screen for inhibitors: counterscreen for cytotoxicity; Potency, µM (series often up to 46 µM), inactives show at the top dose activity change, negative = cytotoxicity, hits mostly inhibitors; A549 ARE-Fluc cells, CellTiter-Fluor viability, 18-24 h; actives 0.16% (n = 390,000); further: potency means the concentration at half of the fitted maximal effect; on the % scale 0 is the no-effect control and ±100 the full control effect
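Cytotoxicity counterscreen: CellTiter-Fluor fluorescence was measured in A549 ARE_Fluc cells after 18-24 h of compound exposure in a concentration series. The subsequent BugLite luminescent read reports ARE-luciferase activity.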
pAkt inh = HTS Assay for Inhibitors of Akt Phophorylation: Primary Screen | actives 0.32% (n = 360,000) | activity change, % for hits at 50 µM | AID 651550, 2012 | Neuro2A IGF-stimulated pAkt S473 HTRF, 20 min; active compounds read low; in the data active means activity change below about -80%; inconclusive means mostly about -51% to -80%; further: on the % scale 0 is the no-effect control and ±100 the full control effect
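Neuro2A cells in DMEM with 0.5% FBS, overnight at 37 deg C, given compound at single 50 µM final, then IGF (6 nM final) for 20 min at 37 deg C. Lysed; phospho-Akt Ser473 by HTRF after 24 h, 665/615 ratio.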
Abeta yeast res = qHTS for compounds that reverse cellular toxicity of Amyloid beta (A-beta) peptide in yeast: Primary Screen; yeast expressing A-beta42, growth rescue, OD600, 48 h; response scale: 0% DMSO, 100% iron-clioquinol control; Potency, µM (series often up to 46.1 µM), for the others: at the highest dose growth rescue, usual class: activators; actives 0.063% (n = 410,000); further: potency means the concentration at half of the fitted maximal effect; nearly all actives have a fitted effect of over 55% in size
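Yeast growth medium received pinned compounds, then yeast cells expressing toxic A-beta were added; plates incubated at 30 C for 48 hr. Growth read as absorbance at 600 nm, normalized to DMSO and equimolar FeCl3 plus clioquinol controls.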
Nrf2 inh = Nrf2 qHTS screen for inhibitors. AID 504444, 2011. Potency, µM (highest dose often 46 µM), without a hit: at the highest dose activity change, negative = inhibition, usual class: inhibitors. A549 ARE-Fluc reporter, luciferase luminescence, 18-24 h. actives 2.1% (n = 360,000); further: potency means the concentration at half of the fitted maximal effect; on the % scale 0 is the no-effect control and ±100 the full control effect; nearly all actives have a fitted effect of over 60% in size
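Two sequential reads on A549 ARE_Fluc cells exposed to compound for 18-24 h: a CellTiter-Fluor fluorescence read for viability, then a luciferase luminescence read for Nrf2/ARE activity.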
Nrf2 activator = qHTS of Nrf2 Activators; AREc32 ARE-luciferase reporter (MCF7-derived line), luminescence, 24 h; Potency, µM (series often up to 46.1 µM), for inactives: at the highest dose activation, usual class: activators; actives 0.31% (n = 410,000); AID 624171, 2012; further: potency means the concentration at half of the fitted maximal effect; % of control where 0% means no effect; nearly all actives have a fitted effect of over 65% in size
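AREc32_Fluc, 1000 cells/well, OPTI-MEM + 5% FBS, o/n 37 deg C 5% CO2; 23 nL cpd by pin tool, 24 hr; Steady-Glo 30 min RT, luminescence.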
TGFb SMAD3 inh = qHTS for Inhibitors of TGF-b; Potency, µM (top dose mostly 46.1 µM), for inactives: top-dose activity, negative = inhibition, actives largely listed as inhibitors; HepG2 CAGA-GFP TGF-b/SMAD3 reporter, GFP fluorescence, 18 h; TGF-beta stimulated, 500 pg/mL final; actives 1.2% (n = 410,000); further: potency means the concentration at half of the fitted maximal effect; on the % scale 0 is the no-effect control and ±100 the full control effect; nearly all actives have a fitted effect of over 65% in size
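Inhibition of TGF-beta-driven CAGA-GFP reporter expression in HEPG2 cells is measured by cellular GFP fluorescence after 18 h stimulation with 500 pg/mL recombinant TGF-beta in 1% FBS medium at 37 degrees C.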
* hit, by the source's call; i = inactive; ? = inconclusive; · = no result given; [ ] = dose if it differs, or a comment. Unless noted, the call rests on the fitted dose curve; in most records, active means well fitted curve in the direction sought with a large enough effect; inconclusive means small, poorly fitted or top-dose-only effect, or another doubt; inactive means no such curve, though single readings can be large; an effect the other way counts as inactive or inconclusive.

SMILES	HepG2 viability	Mm-Cpn inhibitor	CCT chaperon mod	A549 tox	pAkt inh	Abeta yeast res	Nrf2 inh	Nrf2 activator	TGFb SMAD3 inh
CCn1c(Cc2ccccc2)nnc1SCC(=O)OC(C)C	10.6%	-2.4%	2.0	4.4%	i	5.9%	8.2%	0.1%	5.2%
CCCC(=O)NC(c1cccs1)c1cc([N+](=O)[O-])c2cccnc2c1O (centres undefined)	-18.2%	0.1%	-6.2	?	i	0.7%	20.6µM*	-0.1%	-32.3%
Cc1cc(O)ccc1Nc1nc2ccccc2nc1Nc1ccc(O)cc1C	-16.8%	-0.3%	-0.1	-15.8%	i	0.0%	-16.9%	?	?
CCOC(=O)c1[nH]c2cc(OC)c(OC)cc2c1N	1.6%	-6.1%	-0.7	-0.2%	i	-5.9%	-4.9%	-0.6%	5.2%
COc1cc(C(=O)NNC(=O)C2CCC2)cc(OC)c1OC	-4.8%	1.4%	-2.1	-1.5%	i	-13.8%	3.4%	0.2%	-18.3%
COCC(O)CNc1ccccc1 (centres undefined)	6.2%	-2.0%	-5.1	?	i	4.3%	26.4%	2.0%	-8.3%
CC1CCN(S(=O)(=O)c2ccc3c(c2)N(CC(=O)O)C(=O)CO3)CC1	-6.4%	·	·	-0.8%	·	3.7%	·	-0.9%	-11.0%
O=C(O)Cc1sc(Nc2ccccc2)nc1-c1ccccc1	-10.9%	·	·	-4.4%	·	-11.9%	-12.0%	17.3%	19.9%
Clc1ccc(CN2C3=NCCN3c3ccccc32)cc1	-0.5%	-0.1%	-3.4	9.3%	i	15.5%[9.22 µM]	·	-0.5%	33.1%
CCC(C)N(C(=O)COC(=O)CN=C1NS(=O)(=O)c2ccccc21)C1CCS(=O)(=O)C1 (centres undefined)	8.5%	0.9%	-0.6	-1.0%	i	-20.8%	-19.9%	-0.6%	15.5%
CCOc1cccc2sc(N3CCN(C(=O)C4CC4)CC3)nc12	3.9%	·	·	-1.9%	·	-4.3%	·	0.5%	0.9%
O=C(Nc1ccc(N2CCOCC2)cc1)c1csc(COCCO)n1	-28.1%	·	2.0	·	i	-10.2%	·	0.3%[9.22 µM]	14.1%
NC(=O)c1nc[nH]c1C(=O)Nc1cccc(C(F)(F)F)c1	-19.3%	-2.7%	-2.5	-8.9%	i	-13.1%	3.8%	?	-9.3%
O=C(NCc1nc2ccccc2[nH]1)c1cccs1	0.1%	0.8%	-0.8	-1.1%	i	4.2%	?	6.0%	2.5%
Cn1cc(S(=O)(=O)N2CCC(C(N)=O)CC2)c(=O)n(C)c1=O	-7.9%	3.1%	-1.7	-1.8%	i	3.0%	11.4%	-0.2%	-21.1%
Cc1ccc(-c2noc(Cn3nc(C(=O)O)c4ccccc4c3=O)n2)cc1	0.2%	-1.8%	-1.6	2.2%	i	-8.8%	?	-0.4%	8.1%
CC(=O)OCC(OC(C)=O)C(OC(C)=O)C(OC(C)=O)C(=O)Nc1ccc(C)cc1C (centres undefined)	0.9%	-0.4%	1.4	-9.6%	i	-16.8%	4.3%	-0.1%	?
Cc1ccc(NC(=O)C2Cc3ccccc3N2C(=O)c2ccccc2)cc1Cl (centres undefined)	2.1%	·	·	0.1%	·	-0.8%	·	-0.9%	-0.5%
CCOCCCNC(=O)/C(C#N)=C/c1ccccc1F	14.5%	0.1%	1.1	7.5%	i	12.7%	2.3%	4.4%	-22.5%
O=C(CN1C(=O)S/C(=C\c2ccc(O)cc2)C1=O)c1ccccc1	-14.2%	-4.3%	-0.2	-16.2%	i	-9.9%	?	9.9%	-27.2%
O=C(N=C1SC2CS(=O)(=O)CC2N1c1cccc(F)c1)C1CC1 (centres undefined)	0.1%	4.4%	-1.7	0.0%	·	-1.7%	2.2%	-0.5%	-5.9%
COc1cccc(CN(C)C(=O)c2ccc(N3CCCC3)c([N+](=O)[O-])c2)c1	-16.9%	-2.9%	-1.3	-7.7%	i	-27.3%	-15.1%	-0.8%	-7.4%
O=C(OCc1ccccc1)c1cnc(Cl)c(Cl)c1	5.0%	?	-12.0	-1.5%	i	-5.2%	2.9%	4.2%	5.6%
COC(=O)/C=C1\N/C(=N\c2nc(C)cc(C)n2)N(c2ccc(Cl)cc2)C1=O	-31.4%	0.2%	-3.1	0.6%	i	-10.1%	-10.5%	20.9%	-9.7%
Cc1nnc2n1NC(c1ccc(Cl)cc1)C(C(=O)N1CCC(C)CC1)S2 (centres undefined)	11.3%	2.0%	-4.8	-5.0%	i	2.7%	9.6%	-0.4%	-7.5%
Following part.
SMILES	HepG2 viability	Mm-Cpn inhibitor	CCT chaperon mod	A549 tox	pAkt inh	Abeta yeast res	Nrf2 inh	Nrf2 activator	TGFb SMAD3 inh
O=C(/C=C/c1ccccc1)c1ccccc1	-69.8%	-13.3%	0.3	-8.9%	i	-19.2%	-3.5%	18.6%	?
Cc1ccc(C(=O)N/N=C2\CCCc3ccccc32)c(C)c1	-20.2%	2.8%	0.6	5.6%	i	0.1%	?	2.2%	-16.6%
O=C(OCC(=O)c1ccc[nH]1)c1ccc([N+](=O)[O-])cc1	-3.6%	-2.6%	0.2	0.0%	i	-8.1%	-1.9%	-0.3%	5.9%
COC(=O)c1ccc(-c2csc(NC(=O)c3ccc(S(=O)(=O)N4CCc5ccccc5C4)cc3)n2)cc1	-3.6%	-4.7%	0.1	11.1%	i	-10.1%	6.1%	-0.9%	-1.3%
O=C(c1ccccc1)c1nn(-c2ccc(Cl)cc2)c(=O)cc1C(F)(F)F	-6.3%	-6.5%	-2.3	-2.3%	i	-25.7%	?	-2.4%	?
COC(=O)[C@H]1Cc2cnoc2C[C@]1(C)C(=O)O	2.6%	-1.4%	2.1	-0.3%	i	2.6%	-10.3%	1.8%	-5.2%
Cc1ccc(-n2ncc3c(=O)n(Cc4cccc(Cl)c4)cnc32)cc1C	9.6%	·	·	0.3%	·	6.3%	8.4%	0.9%	20.3%
Cc1nn(Cc2ccccc2Cl)c(C)c1NC(=O)C1C2CCC(O2)C1C(=O)O (centres undefined)	-29.3%	1.4%	-0.6	-3.7%	i	-9.5%	?	2.4%	-21.7%
Cc1cccc(OCCSc2nc3ccc(NC(=O)COc4ccccc4)cc3s2)c1	-18.8%	·	·	12.5%	·	-20.6%	14.9%	3.0%	-2.0%
COc1ccc(NC(=O)Nc2cccc(OCc3cc(=O)n4cccc(C)c4n3)c2)c(OC)c1	-9.1%	·	·	3.7%	·	-7.6%	·	-0.4%	?
c1ccc(-c2noc(-c3ccno3)n2)nc1	7.9%	-7.7%	1.0	0.0%	i	9.3%	-4.6%	6.8%	7.9%
CC(C)C[C@H](NC(=O)OC(C)(C)C)C(=O)N[C@@H](CO)[C@H](O)[C@@H]1C[C@@H]1C(=O)NC1CCCCC1	-24.1%	-6.4%	2.3	-0.3%	i	-14.6%	17.0%	0.2%	0.6%
O=C(CN1CCN(C(C(=O)Nc2ccc(F)cc2)c2ccccc2)CC1)NC1CC1 (centres undefined)	8.0%	-3.1%	-2.0	-6.8%	i	4.7%	5.3%	0.3%	12.4%
Cc1ccc(NC(=O)CN2C(=O)NC3(CCc4ccccc43)C2=O)cc1Cl (centres undefined)	14.0%	0.2%	2.0	-7.5%	i	1.2%	·	0.6%	-7.6%
Oc1c(Cl)cc(Cl)c(Cl)c1CN1CCOCC1	1.2%	·	-0.8	9.8%	i	3.2%	-1.4%	0.2%	-2.3%
CC1CCCN(c2ncnc3c2cnn3-c2ccc(F)cc2)C1 (centres undefined)	-26.4%	·	·	22.9%	·	-24.4%	·	-1.1%	17.4%
Cc1cc(C)c(Cn2c3ccccc3c3cnn(CC(=O)NCCN4CCOCC4)c(=O)c32)c(C)c1	-74.1%	0.4%	0.1	0.2%	·	-6.9%	?	7.9%	?
CC(C(=O)NCc1ccccc1)N1CCN(c2ccc(F)cc2)CC1 (centres undefined)	8.7%	0.3%	-0.3	6.1%	i	-4.2%	-1.8%	0.2%	3.3%

Pulled one by one from the entries so far:
SMILES	HepG2 viability	Mm-Cpn inhibitor	CCT chaperon mod	A549 tox	pAkt inh	Abeta yeast res	Nrf2 inh	Nrf2 activator	TGFb SMAD3 inh
Cc1ccc(NC(=O)CN2C(=O)NC3(CCc4ccccc43)C2=O)cc1Cl (centres undefined)	14.0%	0.2%	2.0	-7.5%	i	1.2%	·	0.6%	-7.6%
O=C(CN1CCN(C(C(=O)Nc2ccc(F)cc2)c2ccccc2)CC1)NC1CC1 (centres undefined)	8.0%	-3.1%	-2.0	-6.8%	i	4.7%	5.3%	0.3%	12.4%
CC1CCCN(c2ncnc3c2cnn3-c2ccc(F)cc2)C1 (centres undefined)	-26.4%	·	·	22.9%	·	-24.4%	·	-1.1%	17.4%
COc1ccc(NC(=O)Nc2cccc(OCc3cc(=O)n4cccc(C)c4n3)c2)c(OC)c1	-9.1%	·	·	3.7%	·	-7.6%	·	-0.4%	?
Cc1cccc(OCCSc2nc3ccc(NC(=O)COc4ccccc4)cc3s2)c1	-18.8%	·	·	12.5%	·	-20.6%	14.9%	3.0%	-2.0%
